TIM10 inh: inhibits growth of TIM10 yeast strain | AID 463195 | 1.4% of 330,000 active | inhibition, % at 10 µM | S. cerevisiae TIM10 strain growth, BacTiter-Glo luminescence, 24 h;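 active means inhibition of 40% or more at the single tested concentration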;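 further: wild-type TIM10 isogenic control strain grown at permissive 25 °C; 0% = DMSO yeast wells and 100% = minimal medium wells without yeast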
hIAP block: human IAP inhibition; purified IAP, CDP-Star luminescence, 30 min; inhibition, % at 10 µM; 0.12% of 330,000 active; AID 2544;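 active means inhibition reaching a set limit with compound at 10 µM in the primary screen, cut at about 35% in these data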;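 further: plate controls were DMSO wells with enzyme for no effect and no-enzyme buffer wells for full effect; values of inactives mirror those of a sister screen read the other way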
Target sequence (P09923 whole entry, looked up): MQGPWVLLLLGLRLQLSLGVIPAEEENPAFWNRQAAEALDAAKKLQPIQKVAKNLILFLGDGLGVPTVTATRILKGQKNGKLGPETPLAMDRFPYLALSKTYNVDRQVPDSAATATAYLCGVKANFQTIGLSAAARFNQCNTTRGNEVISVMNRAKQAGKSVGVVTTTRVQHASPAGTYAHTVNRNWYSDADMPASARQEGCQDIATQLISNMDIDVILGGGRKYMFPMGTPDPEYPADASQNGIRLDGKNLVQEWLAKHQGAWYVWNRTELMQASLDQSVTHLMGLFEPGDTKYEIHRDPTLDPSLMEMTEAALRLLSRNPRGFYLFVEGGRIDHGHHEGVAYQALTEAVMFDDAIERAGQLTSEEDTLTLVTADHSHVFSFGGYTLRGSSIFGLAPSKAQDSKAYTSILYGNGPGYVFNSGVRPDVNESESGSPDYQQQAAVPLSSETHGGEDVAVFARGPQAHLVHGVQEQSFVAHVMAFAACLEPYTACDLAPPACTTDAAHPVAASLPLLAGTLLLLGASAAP
A3A deaminase: human APOBEC3A DNA deaminase inhibition | AID 493011 | 0.41% of 330,000 active | inhibition, % at 20 µM | recombinant A3A, FAM/TAMRA ssDNA deamination fluorescence | P31941;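 active means at least 40% inhibition at 20 µM here, with at most 30% in a related deaminase screen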;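 further: plate controls were A3A with DMSO for no effect and wells lacking A3A enzyme for full effect; some results filed as inactive read as strong as hits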
beta cell repl: inducers of beta-cell replication in MIN6 cells; MIN6 cells proliferation, ATPlite luminescence, 48 h; cells starved in 0.2% serum; 100% = growth in 10% serum; proliferation, % at 10 µM; 0.29% of 330,000 active; AID 2380;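 active means compounds whose signal lies at least 3.5 SD above the mean of all wells on their plate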;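 further: 0% = DMSO-treated cells in low-serum medium and 100% = 10% serum control; some compounds called inactive have numbers as strong as hits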
NLRP3 yeast inh: inhibitors of NALP3 inflammasome in yeast; Yeast reconstituted NLRP3/ASC/caspase-1, beta-gal luminescence, 24 h; inhibition, % at 10 µM; 0.39% of 330,000 active;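 active means inhibition of 50% or more; inactive means inhibition below 50%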;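 further: plate controls were induced DMSO wells for no effect and uninduced yeast grown without galactose for full effect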
A3G deaminase: inhibitors of human APOBEC3G DNA deaminase; recombinant A3G, ssDNA deamination FAM/TAMRA fluorescence; inhibition, % at 20 µM; 0.28% of 330,000 active; AID 493012;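 active means inhibition of at least 40% at 20 µM, with no more than 30% in the related APOBEC3A deaminase screen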;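 further: plate controls were DMSO wells with A3G for no effect and wells lacking A3G enzyme for full effect; some compounds called inactive have numbers as strong as hits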
Target sequence (Q9HC16 whole entry, looked up): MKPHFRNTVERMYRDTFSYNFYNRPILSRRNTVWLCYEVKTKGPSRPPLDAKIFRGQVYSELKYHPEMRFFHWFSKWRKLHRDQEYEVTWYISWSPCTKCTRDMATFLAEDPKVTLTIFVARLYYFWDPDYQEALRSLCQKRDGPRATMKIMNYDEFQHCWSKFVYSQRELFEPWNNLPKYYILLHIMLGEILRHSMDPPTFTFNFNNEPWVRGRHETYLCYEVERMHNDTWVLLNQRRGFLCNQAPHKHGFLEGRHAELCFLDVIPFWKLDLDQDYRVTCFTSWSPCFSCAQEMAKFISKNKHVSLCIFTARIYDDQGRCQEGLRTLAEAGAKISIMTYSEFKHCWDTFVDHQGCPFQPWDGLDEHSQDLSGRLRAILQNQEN
tim10-1 inh: tim10-1 yeast growth inhibition; 2.2% of 330,000 active; AID 463190; S. cerevisiae tim10-1 ts strain growth, BacTiter-Glo, 24 h; inhibition, % at 20 µM;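 active means inhibition of at least 40%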;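 further: mutant grown at 25 °C; 0% = DMSO wells with yeast and 100% = wells holding no yeast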
mIAP block: blocks mouse intestinal alkaline phosphatase; 0.2% of 330,000 active; inhibition, % at 10 µM; purified mouse IAP, CDP-Star luminescence, 30 min; AID 2806;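 active means inhibition of at least 40% at 10 µM in the primary screen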;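 further: plate controls were DMSO with enzyme for no effect and no enzyme wells for full effect; values of inactives mirror those of a sister screen read the other way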
mIAP act: increases mouse intestinal alkaline phosphatase activity | activation factor at 10 µM | muIAP, CDP-Star luminescence, 30 min; active compounds read high; 1 = vehicle-only enzyme signal, 0 = enzyme-free wells | 0.24% of 330,000 active;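 active means activation factor of at least 2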; further: the source names both 10 and 20 µM as test concentration; values of inactives mirror those of a sister screen read the other way
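Assay system: mouse IAP enzyme; reagent: chemiluminescent substrate CDP-Star; dosing: test compounds delivered from DMSO solution; schedule: 30 min at room temperature; measured by: luminescence from enzymatic CDP-Star hydrolysis; controls: DMSO-only wells and no-enzyme negative control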
Starred values were filed as active, the others as inactive; & = joins results of further samples; ! = a repeat was not active. Random draw from the library (roughly 4.6% active in at least one column).

SMILES	TIM10 inh	hIAP block	A3A deaminase	beta cell repl	NLRP3 yeast inh	A3G deaminase	tim10-1 inh	mIAP block	mIAP act
OCCCc1nc2ccccc2n1Cc1ccccc1	9	-10	-4	5	10	0	-3	1	0.99
CCCCCc1nc2sc3c(c2c(=O)n1N)CCC3	-11	-10	0	-2	16	2	2	-6	1.1
CCc1ccccc1N(C(=O)Cn1nnc2ccccc21)C(C(=O)NCCOC)c1ccco1 (stereo not drawn)	0	6	10	-2	7	3	16	-7	1.1
CC(c1ccccc1)N1CC(C(=O)Nc2ccc(F)cc2)CC1=O (stereo not drawn)	-1	-14	-3	-7	3	4	15	-9	1.1
Cc1cc(C)c2cc(C(=O)N3CCN(c4ncccc4C(F)(F)F)CC3)[nH]c2c1	30	6	-2	-6	20	-3	17	11	0.89
Cn1c(CNC(=O)c2ccccc2F)nnc1SCc1nc2ccccc2c(=O)[nH]1	3	-13	-2	-2	-4	-9	16	-1	1
COc1ccc(C(=O)Nc2nncs2)c(OC)c1	1	-12	-1	-3	21	-9	-18	3	0.97
Cc1cc(NC(=O)COn2nnc3ccccc32)no1	-5	3	-5	-1	18	-7	-4	-9	1.1
Cc1cc(OCC(=O)NC(C)C)cc(C)c1Br	-8	12	3	2	22	4	4	-12	1.1
O=C(NCC1(N2CCCCC2)CCCCC1)C1CC(=O)N(c2ccc3c(c2)OCCO3)C1 (stereo not drawn)	11	-10	24	-2	-5	10	12	2	0.98
Cn1c(=O)[nH]c2ncccc21	5	1	8	1	0	5	-21	17	0.83
CC1(c2ccc(OC(F)F)cc2)NC(=O)N(CC(=O)Nc2ccc3c(c2)OCO3)C1=O (stereo not drawn)	-6	-5	0	-1	6	-5	3	-7	1.1
COc1ccc2[nH]c(=O)c(CNc3cc(C)ccc3C)cc2c1	1	3	1	-1	0	-5	6	13	0.87
Cc1ccc(NC(=O)/C=C\C(=O)NCC(=O)O)cc1	8	-7	1	3	8	-2	22	2	0.98
CCCc1[nH]n(-c2nc3ccccc3s2)c(=O)c1C=NCC1CCCO1 (stereo not drawn)	26	-6	-2	-2	-3	-12	27	0	1
CC(=O)c1cccc(OCc2cc(C(=O)NCc3nc(C)c(C)s3)no2)c1	15	8	-2	4	22	-5	15	6	0.94
COCCN(CC(=O)Nc1cc(Cl)ccc1-n1cncn1)Cc1nc2ccccc2c(=O)[nH]1	0	-72	-3	0	12	-5	-3	-9	1.1
CCc1cc(C(=O)N2CCCC(CNC(=O)c3ccc(-c4ccccc4)cc3)C2)no1 (stereo not drawn)	1	8	-1	-2	4	-6	39	-1	1
COc1ccccc1-n1ccnc(SCC(=O)NCCc2ccccc2)c1=O	23	-10	0	-4	12	1	19	24	0.76
CN(Cc1ccccc1)C(=O)c1[nH]cnc1C(=O)Nc1nccs1	2	-145	0	-4	13	-9	15	0	1
Cc1cc(C(=O)CN2C(=O)CCC2=O)c(C)n1Cc1ccccc1	-5	-1	-2	-5	6	-3	26	1	0.99
Cc1ccc(Cl)cc1NC(=O)COC(=O)C12CC3CC(CC(C3)C1)C2	40&32	6&8	-1&1	0&-5	9&6	-3&-8	47*!	-11&-18	1.1&1.2
Cn1nnnc1SCC(=O)NNC(=O)c1ccc(F)cc1	-6	12	2	3	6	-2	8	8	0.92
CC(C)NC(=O)c1cc(-c2cccs2)nc2ccccc12	1	6	-1	0	7	-6	23	5	0.95
CC1CCN(C(=O)CSc2nnc(-c3cccnc3)o2)CC1	-11	0	-7	1	-8	-5	-14	-4	1
Nc1nnc(CSCc2ccccc2)s1	6	-7	-6	-1	4	-4	2	-4	1
CC(C)CN(C(=O)CSc1nnc2c(Cl)cc(C(F)(F)F)cn12)C1CCS(=O)(=O)C1 (stereo not drawn)	-1	-2	-4	-1	9	-6	2	-6	1.1
NS(=O)(=O)c1cc2c(cc1Cl)NC(C(Cl)Cl)NS2(=O)=O (stereo not drawn)	-1	-8	-4	-3	7	-10	0	12	0.88
Cc1noc(C)c1C(=O)Nc1ccccc1N1CCCC1	7	-7	-3	-2	5	-4	19	3	0.97
Cc1sc2nc(COC(=O)c3c(F)cccc3F)[nH]c(=O)c2c1C	6	-2	1	2	16	-3	-12	9	0.91
O=C1c2cccc3cccc(c23)C(=O)N1OS(=O)(=O)c1ccc(Cl)cc1	17	10	-2	-1	2	-1	-1	2	0.98
COc1cc2cc(C(=O)N3CCC(Cc4ccccc4)CC3)[nH]c2cc1OC	15	-22	-4	1	-2	-5	-5	-2	1
O=C(/C=C/c1ccccc1)CC(O)(c1ccccc1)C(F)(F)C(F)F (stereo not drawn)	24	34	-1	-4	38	-2	44*	7	0.93
O=C1/C(=C/c2ccco2)CCC1C1CCCC1 (stereo not drawn)	4	10	-1	3	12	-7	19	6	0.94
S=C(Nc1ccccc1)N1CCCN1c1ccccc1	7	-16	-1	0	11	10	37	9	0.91
COc1ccc2oc(C(=O)OCC(=O)N(CC(C)C)c3c(N)n(Cc4ccccc4)c(=O)[nH]c3=O)c(C)c2c1	10	-11	24	-1	15	-4	-2	3	0.97
C/C(=N\NC(=O)c1ccccc1Br)c1ccc(N2CCOCC2)cc1	0	-10	-2	-1	0	-5	4	9	0.91
CCC(C)NC(=O)CN(c1ccc(OC)cc1)S(=O)(=O)c1ccccc1 (stereo not drawn)	3	3	2	-1	13	0	17	2	0.98
C/C(=N/NC(=O)c1ccccn1)c1ccncc1	2	-14	8	-3	5	14	10	-19	1.2
CC(OC(=O)c1ccc(CN2CCCC2=O)cc1)C(=O)Nc1ccc(Cl)cc1 (stereo not drawn)	15	-5	2	-1	21	7	19	-2	1
O=C(N/N=C/c1cccs1)c1cccc(NC(=O)c2ccccc2Cl)c1	22	16	1	-4	19	1	19	2	0.98
Cc1ccc(NC(=O)CN2C(=O)NC3(CCCCC3)C2=O)cc1S(=O)(=O)N1CCOCC1	3	16	0	-6	2	3	7	-10	1.1
Cc1nc2ccc(S(=O)(=O)N3CCCCC3)cc2s1	10	-5	-1	1	29	-9	-11	1	0.99
Cc1ccc(-n2nc3cc(Cl)c(NC(=O)c4ccco4)cc3n2)cc1	-34	-3	0	-6	13	-1	1	6	0.94
Cc1cccc(OCCc2nnc(N)s2)c1C	-3	19	-2	-3	5	-3	14	-7	1.1
COc1cc(/C=N/NC(=O)CNC(=O)c2ccco2)ccc1O	17	1	4	-2	1	-1	20	-5	1
O=C(CSc1nnc(-c2cccnc2)s1)Nc1ccnc2ccccc12	-18	-4	2	0	-9	-3	9	-2	1
Cc1nc(NCCN2CCOCC2)c2oc3ccccc3c2n1	-6	1	-2	-2	5	-7	-6	1	0.99
O=C(Nc1ccc(Cl)cc1)Nc1nnc(CSCc2ccc(Cl)cc2)s1	22	4	2	-6	-3	-4	16	13	0.87
CCOc1cccc(-c2cc(-c3n[nH]c(=S)n3CC)c3ccccc3n2)c1	30	-30	-1	-4	33	-3	53*	-3	1

Continuation.
SMILES	TIM10 inh	hIAP block	A3A deaminase	beta cell repl	NLRP3 yeast inh	A3G deaminase	tim10-1 inh	mIAP block	mIAP act
CCCc1cc(C(=O)Nc2ccc(F)c(Cl)c2)no1	12	5	-1	-3	17	-6	1	2	0.98
CCOC(=O)c1c(NC(=O)COC(=O)c2ncc(Cl)c(Cl)c2Cl)sc(C(=O)N(C)C)c1C	12	-5	-1	5	11	2	23	7	0.93
O=C(C1CCCN(c2ncnc3c2nc2n3CCCCC2)C1)N1CCN(c2ccccc2)CC1 (stereo not drawn)	18	-9	-3	3	19	-1	23	-5	1.1
COc1ccc(N2CC(C(=O)NCCC3=CCCCC3)CC2=O)c(OC)c1 (stereo not drawn)	-22	-2	-2	6	11	-9	-74	3	0.97
Nc1ccc(Oc2ccc(Br)cc2)cc1	26	2	0	-3	42	12	22	-3	1
CCNc1nc(N)c(C(=O)c2ccc(Cl)s2)s1	44*	-3	-3	1	30	-2	33	7	0.93
CCN(CC(=O)Nc1c(F)cccc1F)C(=O)CCN1C(=O)C2CC=CCC2C1=O (stereo not drawn)	5	-5	4	8	15	-1	9	24	0.76
CCOC(=O)N1CCN(C(=O)/C(=C/c2ccccc2OC)NC(=O)c2ccccc2)CC1	16	-11	-1	3	16	-7	4	-3	1
Cn1c(=O)n(C)c2cc(/C=N/NC(=O)c3ccc(Cl)cc3)ccc21	-17	-1	-10	-5	9	-11	-7	-12	1.1
COc1ccc(CCNc2ccc([N+](=O)[O-])cn2)cc1	-12	-6	-3	1	21	-3	-6	9	0.91
CCN1CCCC1CNC(=O)c1cn(CC)c2ccc(S(=O)(=O)N3CCCCCC3)cc2c1=O (stereo not drawn)	8	6	0	-3	10	1	13	10	0.9
c1ccc(Sc2ncccn2)nc1	14	1	0	-2	15	-12	-3	-6	1.1
Cc1cc(C)c2c(c1)NC(=O)C2(O)CC(=O)c1cccs1 (stereo not drawn)	-16	9	0	0	3	1	12	-5	1
COc1ccc(C(=O)NCc2nnc(SCC(=O)N3CCC(C)CC3)o2)cc1OC	-2	-9	-11	-1	-9	-6	25	0	1
CCNC(=S)NNc1nc(N2CCOCC2)nc(N2CCOCC2)n1	-8	-5	1	-3	9	0	16	-6	1.1
S=C(c1ccc2c(c1)OCO2)N1CCCCC1	11	4	-4	-2	9	-2	11	2	0.97
Cc1ccc(C(=O)Nc2ccc(SC(F)F)cc2)s1	-6	9	-2	-3	24	-2	-17	11	0.89
O=C(NCCS(=O)(=O)N1CCN(c2ccc(F)cc2)CC1)C1CC(=O)N(c2ccccc2)C1 (stereo not drawn)	-2	23	-6	0	3	-7	16	-1	1
CCOC(=O)C1C(=O)N(C(=O)c2cncc(Br)c2)CC1c1ccccc1 (stereo not drawn)	14	20	0	-1	7	-2	20	-1	1
Cc1ccc(NC2=CC(=O)C(=O)c3ccccc32)cc1	33	12	-1	-7	22	-10	34	10	0.9
O=C(CSCc1c(Cl)cccc1Cl)NCc1cccnc1	-2	3	-5	1	15	-5	-8	6	0.94
O=C(NCCc1ccc(Cl)cc1)C1CCCN(c2ncnc3c2nc2n3CCCCC2)C1 (stereo not drawn)	13	-42	-1	2	-7	0	29	-3	1
C=CCOc1ccc(/C=C/C(C)=N\O)cc1	-9	12	1	-2	59*	-1	3	9	0.91
Cc1cc(C(=O)Nc2ccccc2C#N)n(-c2ccccc2)n1	13	0	-5	-2	-3	-7	12	3	0.97
COc1ccc(C(=O)Nc2nc3ccccc3[nH]2)cc1S(=O)(=O)N1CCOCC1	10	-33	2	0	23	-4	7	2	0.98
Clc1ccc(CN(Cc2ccc(Cl)cc2)c2nn[nH]n2)cc1	0	2	2	-1	15	-4	16	13	0.87
O=S(=O)(O)c1nnc2sc3ccccc3n12	7	12	-3	1	6	-2	3	15	0.85
COc1ccc(NC(=O)COC(=O)c2ccncc2)c(OC)c1	11	6	0	-1	18	-6	-3	4	0.95
Cc1ccc(C)c(-n2sc3ccc(F)cc3c2=O)c1	20	3	0	-7	4	56*	33	2	0.98

3 structures out of the list, arranged by length of the SMILES, falling:
SMILES	TIM10 inh	hIAP block	A3A deaminase	beta cell repl	NLRP3 yeast inh	A3G deaminase	tim10-1 inh	mIAP block	mIAP act
COc1ccc2oc(C(=O)OCC(=O)N(CC(C)C)c3c(N)n(Cc4ccccc4)c(=O)[nH]c3=O)c(C)c2c1	10	-11	24	-1	15	-4	-2	3	0.97
Clc1ccc(CN(Cc2ccc(Cl)cc2)c2nn[nH]n2)cc1	0	2	2	-1	15	-4	16	13	0.87
COc1cc(/C=N/NC(=O)CNC(=O)c2ccco2)ccc1O	17	1	4	-2	1	-1	20	-5	1
